Glioma ERSR ind: induces the endoplasmic reticulum stress response in human glioma cells | Potency, µM, without a hit: top-dose activation, hits mostly activators | U87-MG GRP78 promoter luciferase reporter, 16 h | AID 602332 | 420,000 tested, 0.02% active; also: potency is read from the fitted curve at half-maximal effect; series mostly up to about 76 µM; % of control where 0% means no effect; nearly all actives have a fitted effect of over 35% in size
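Stably transfected U87-MG glioma cells carrying a GRP78-based luciferase sensor; 16 h compound incubation. Luminescence end-point read 10 min after Bright-Glo addition at room temperature.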
D2 potentiator: positive allosteric modulators of human D2 dopamine receptor; potentiation, % at 10 µM; 340,000 tested, 0.34% active; AID 485347; HEK293 T-REx D2, calcium flux, EC20 dopamine potentiation; P14416;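 active = potentiation over 3 SD above the plate norm, cut at about 30% in these data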; also: 0% is about no effect
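Potentiation of an EC20 dopamine calcium response measured kinetically over 180 s, after a preceding 180 s compound-only read flagging agonists. Cells: inducible Hek293 Trex D2 line, 4000/well, cultured overnight at 30 C before dye loading.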
D1 antagonist: human D1 dopamine receptor antagonism; HEK293 TREx D1 cells, calcium flux, dopamine EC80; hits give low values; P21728; AID 504652; activity change, negative = inhibition, % at 10 µM; 360,000 tested, 3.2% active; in the data active = activity change below about -30%; also: % is scaled to controls: 0 for no effect and ±100 for the full control effect
Target sequence (P21728 whole entry, looked up): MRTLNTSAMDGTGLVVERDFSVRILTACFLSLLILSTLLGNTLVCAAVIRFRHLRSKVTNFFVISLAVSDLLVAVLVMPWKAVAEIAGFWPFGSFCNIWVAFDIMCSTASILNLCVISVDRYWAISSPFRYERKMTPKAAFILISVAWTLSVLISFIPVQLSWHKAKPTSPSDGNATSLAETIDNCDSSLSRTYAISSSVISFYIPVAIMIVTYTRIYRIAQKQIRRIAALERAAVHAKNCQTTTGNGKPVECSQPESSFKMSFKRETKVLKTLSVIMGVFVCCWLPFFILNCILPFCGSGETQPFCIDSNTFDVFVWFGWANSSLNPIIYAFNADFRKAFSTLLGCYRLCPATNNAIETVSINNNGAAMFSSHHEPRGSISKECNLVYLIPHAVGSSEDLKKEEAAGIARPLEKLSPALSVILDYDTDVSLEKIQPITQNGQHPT
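Tetracycline-induced HEK293 T-REx cells with force-coupled D1 receptor were loaded with a no-wash calcium dye. Compound was added after a 10 s baseline and read kinetically for 180 s; EC80 dopamine was then added and calcium flux followed another 180 s.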
Vif-APOBEC3G blk: inhibitors of Vif-APOBEC3G interaction | Q9HC16 | HeLa A3G-eYFP + Vif (tagged APOBEC3G with the HIV-1 protein that degrades it), YFP fluorescence, overnight | Potency, µM (top dose mostly 46.1 µM), inactives show at the top dose activity, negative = active, actives largely listed as inhibitors | 410,000 tested, 0.076% active;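 also: potency is read from the fitted curve at half-maximal effect; % is scaled to controls: 0 for no effect and ±100 for the full control effect; nearly all actives have a fitted effect of over 60% in size; hits raise eYFP signal because A3G escapes Vif-driven loss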
Target sequence (Q9HC16 whole entry, looked up): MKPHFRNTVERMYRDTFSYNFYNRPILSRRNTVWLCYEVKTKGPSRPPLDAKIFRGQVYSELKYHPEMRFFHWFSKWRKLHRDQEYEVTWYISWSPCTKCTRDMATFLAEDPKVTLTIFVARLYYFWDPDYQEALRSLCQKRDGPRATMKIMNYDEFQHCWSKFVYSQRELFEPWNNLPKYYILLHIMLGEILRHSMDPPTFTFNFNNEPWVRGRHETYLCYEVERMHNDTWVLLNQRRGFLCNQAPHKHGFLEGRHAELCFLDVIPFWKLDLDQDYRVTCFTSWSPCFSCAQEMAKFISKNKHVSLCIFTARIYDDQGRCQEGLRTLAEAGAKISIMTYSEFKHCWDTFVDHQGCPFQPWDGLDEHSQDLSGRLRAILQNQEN
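HeLa cells stably expressing Vif and C-terminally eYFP-tagged A3G, seeded overnight at 37 deg C, then exposed to compound by pintool overnight at 37 deg C. Rise in yellow fluorescence (Ex 488/Em 500-530, Acumen) marks blocked Vif-driven A3G degradation.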
Vif-A3F inh: Vif-A3F binding inhibition; HeLa A3F-eYFP + Vif (tagged APOBEC3F with the HIV-1 protein that degrades it), YFP fluorescence increase; Potency, µM (doses to about 46.1 µM), without a hit: top-dose activity, negative = active; 390,000 tested, 0.2% active; also: potency is read from the fitted curve at half-maximal effect; % of control where 0% means no effect; nearly all actives have a fitted effect of over 65% in size
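HeLa cells stably expressing A3F-eYFP plus Vif, plated and incubated overnight at 37 deg C, then exposed to compounds overnight at 37 deg C. Blocked degradation read as raised yellow fluorescence (Ex 488/Em 500-530).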
RXFP1 antag: RXFP1 (human) relaxin receptor antagonism; activity change, negative = inhibition, % at 57.5 µM; 350,000 tested, 0.59% active; HEK293-RXFP1, relaxin-stimulated cAMP HTRF, 30 min; hits give low values; AID 1259400;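 active = activity change of -60% or lower, but not beyond a set lower limit; inconclusive = change between -60% and -40%, or beyond the set limit; inactive = change above -40%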; also: % is scaled to controls: 0 for no effect and ±100 for the full control effect
D1 agonist: human D1 receptor agonism; 360,000 tested, 1% active; P21728; AID 504660; HEK293 T-REx D1 cells, calcium flux, agonist mode; activation, % at 2 µM; in the data active = activation above about 30%; also: 0% is about no effect
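Inducible HEK293 T-REx D1 cells, force-coupled to calcium signalling, were plated at 4000 cells/well with tetracycline and held overnight at 30 C. After no-wash calcium dye loading, compound-evoked calcium rise over 180 s flagged agonists.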
RXFP1 ag: activates the human relaxin receptor RXFP1. HEK293T-RXFP1 cAMP TR-FRET, 30 min; response scale: percent of porcine relaxin response, buffer zero. Potency, µM (titrated, usually from 57.5 µM), without a hit: top-dose activation, actives largely listed as activators. 370,000 tested, 0.3% active. AID 2676; also: potency is read from the fitted curve at half-maximal effect; % is scaled to controls: 0 for no effect and ±100 for the full control effect; nearly all actives have a fitted effect of over 60% in size; many of its hits are not listed in these tables
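HEK293 cells stably expressing RXFP1, treated 30 min at 37C with compounds plus PDE4 inhibitor Ro 20174; cAMP measured by HTRF TR-FRET. Normalized to buffer and 29 nM porcine relaxin; EC50 by Hill fit.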
D1 potentiator: potentiators of human D1 dopamine receptor; AID 504651; potentiation, % at 10 µM; 360,000 tested, 0.036% active; HEK293 TREx D1 cells, calcium flux, dopamine EC20 potentiation; in the data active = potentiation above about 30%; also: 0% is about no effect
The depositor's hits bear a star; ? = inconclusive; . = not tested or not shown; & = joins results of further samples. Unless noted, calls follow the shape of the dose curve; as a rule, active = well fitted curve in the direction sought with a large enough effect; inconclusive = small, poorly fitted or top-dose-only effect, or another doubt; inactive = no such curve, though single readings can be large; an effect the other way counts as inactive or inconclusive.

SMILES	Glioma ERSR ind	D2 potentiator	D1 antagonist	Vif-APOBEC3G blk	Vif-A3F inh	RXFP1 antag	D1 agonist	RXFP1 ag	D1 potentiator
C=CCn1c(CSc2nc3ccccc3s2)nnc1SCC(=O)NCCN1CCOCC1	-3.8%	-3.6	-6.9	1.2%	4.9%	12.6	-0.3	-1.3%	-1.9
COc1ccccc1N1CCN(S(=O)(=O)c2cn(C)cn2)CC1	2.2%	9.5	3.7	2.5%	-18.5%	25.9	0.4	0.3%	-0.1
CC(C)C(NC=C1C(=O)OC(C)(C)OC1=O)C(=O)O (stereo not given)	-2.6%	-10.0	-6.2	0.3%	-3.5%	-3.0	1.5	-1.0%	-8.3
Cc1cc(C)c(N(C(=O)c2csnn2)C(C(=O)NC(C)(C)C)c2ccncc2)c(C)c1 (stereo not given)	-3.0%	-1.3	-1.2	-7.8%	0.6%	4.8	6.4	-0.6%	5.8
Cn1nc(-c2ccccc2)c(-c2ccccc2)c(C(=O)Nc2ccc(S(N)(=O)=O)cc2)c1=O	-5.1%	-3.2	-1.5	3.2%	3.4%	-18.0	-0.8	-1.4%	1.4
NC(=S)Nc1cccc(Cl)c1	2.1%	12.4	0.3	-3.8%	-4.4%	-28.0	2.6	-0.5%	-0.5
Cc1ccnc2c1ccc1c(C)ccnc12	-5.4%	-18.4	8.5	?	1.2%	11.0	1.3	0.0%	-1.2
CCn1nc(C(=O)OCC(=O)c2ccc3c(c2)OCCO3)c2ccccc2c1=O	-1.6%	7.0	-5.7	0.9%	-5.6%	9.7	7.4	4.0%	-6.2
Cc1noc(C(=O)NCc2ccc(F)cc2)c1Cl	-2.4%	-1.9	-18.7	5.1%	1.2%	.	0.9	-0.1%	.
C=C1CCN(C(C)C(=O)OC)S(=O)(=O)c2ccccc21 (stereo not given)	-2.3%&-3.2%	11.3	-3.4	-0.2%&5.3%	-1.1%	.	1.8	0.0%	-8.7
O=C(Nc1ccc(S(=O)(=O)N2CCCCC2)cc1)C1CC(=O)N(c2ccc(Cl)cc2)C1 (stereo not given)	-5.6%	-3.8	-0.1	3.1%	2.2%	-22.8	7.1	2.2%	5.2
CCOC(=O)N/N=C/c1c(F)c(F)c(F)c(F)c1F	-6.0%	-3.4	-17.3	-4.1%	5.6%	-12.3	1.1	2.8%	2.5
CC1Nc2ncnc(N3CCN(c4ccccc4)CC3)c2N(Cc2ccc(Cl)cc2)C1=O (stereo not given)	-1.9%	14.4	-11.6	-22.5%	6.5%	.	1.0	1.1%	-0.8
COCCCNC(=S)N1CCN(Cc2ccc3c(c2)OCO3)CC1	-4.0%	6.1	-0.9	3.0%	0.1%	0.3	0.0	-0.7%	-3.1
CCCCN(CCCC)S(=O)(=O)c1ccc(NS(=O)(=O)c2ccc(NC(C)=O)cc2)cc1	-3.4%	15.0	.	1.6%	-7.7%	-15.9	3.3	-1.0%	3.0
O=C(NNC(=O)c1cccs1)c1ccc(Cl)cc1	4.1%	3.4	1.6	-5.1%	-8.0%	1.0	2.2	3.4%	-1.6
CC(=O)c1ccc(NC(=O)CNC2CCCCC2)cc1	4.0%	-2.8	-8.1	1.8%	-24.5%	-3.4	7.9	-2.3%	-1.4
COC(=O)c1oc2ccccc2c1NC(=O)/C=C/C(=O)O	-3.4%	16.5	-3.4	0.5%	-11.4%	7.0	4.2	1.3%	-0.9
CCOC(=O)c1c(S(=O)(=O)NCC(=O)Nc2ccc(C)cc2)c(C)n(C)c1C	-1.2%	-1.5	3.5	-3.7%	-7.3%	-15.1	0.7	4.7%	0.1
CC(C(=O)OCc1nnc(-c2ccccc2)o1)N1C(=O)C2CCCCC2C1=O (stereo not given)	1.1%	-1.7	-29.0	-0.3%	-2.2%	11.4	2.6	2.6%	-6.3
Cc1nn(CC(O)COc2ccc3c(c2)CCC3)c(C)c1Br (stereo not given)	-5.3%	11.0	3.1	-10.8%	-12.2%	-4.4	3.3	-2.3%	-3.6
O=C(COc1ccc(/C=N/NC(=O)c2ccncc2)cc1)Nc1cccc([N+](=O)[O-])c1	1.2%	.	-32.3*	0.6%	-7.3%	?	0.0	-0.5%	-8.7
CCC(=O)Nc1ccc(NC(=O)CSc2nc3c(c(=O)n(C)c(=O)n3C)n2CC)cc1	4.4%	0.3	2.4	3.1%	10.5%	20.8	2.8	15.8µM*	5.3
COc1ccc2c(c1OC)C(=O)OC2CC(=O)c1ccc(O)cc1 (stereo not given)	-2.0%	-9.8	11.9	0.9%	2.9%	.	9.5	1.4%	-5.5
Cc1ccccc1C(=O)Nc1ccc2oc(-c3ccc(Cl)c(Cl)c3)nc2c1	0.4%	1.0	-17.9	-3.9%	-5.8%	-3.5	3.1	4.5%	1.2

3 entries already listed, ordered by SMILES length, low to high.
SMILES	Glioma ERSR ind	D2 potentiator	D1 antagonist	Vif-APOBEC3G blk	Vif-A3F inh	RXFP1 antag	D1 agonist	RXFP1 ag	D1 potentiator
NC(=S)Nc1cccc(Cl)c1	2.1%	12.4	0.3	-3.8%	-4.4%	-28.0	2.6	-0.5%	-0.5
C=CCn1c(CSc2nc3ccccc3s2)nnc1SCC(=O)NCCN1CCOCC1	-3.8%	-3.6	-6.9	1.2%	4.9%	12.6	-0.3	-1.3%	-1.9
Cn1nc(-c2ccccc2)c(-c2ccccc2)c(C(=O)Nc2ccc(S(N)(=O)=O)cc2)c1=O	-5.1%	-3.2	-1.5	3.2%	3.4%	-18.0	-0.8	-1.4%	1.4

Later entries.
SMILES	Glioma ERSR ind	D2 potentiator	D1 antagonist	Vif-APOBEC3G blk	Vif-A3F inh	RXFP1 antag	D1 agonist	RXFP1 ag	D1 potentiator
CCCc1nn(C)c(C(N)=O)c1[N+](=O)[O-]	-6.0%	-3.9	-15.8	-0.9%	-2.0%	6.3	1.5	-0.2%	-3.9
O=C(O)C1CCN(C(=O)COc2ccc3c4c(c(=O)oc3c2)CCCC4)CC1	-2.3%	5.1	7.0	-2.0%	5.7%	.	1.0	0.7%	1.6
O=S(=O)(/C(=C/c1ccc(C(F)(F)F)cc1)c1nc2ccccc2[nH]1)c1ccccc1	-13.5%	6.0	3.7	-22.2%	-0.5%	-27.3	0.8	-1.9%	-4.4
COc1ccc(/C=C2\SC(=S)N(C(Cc3ccccc3)C(=O)O)C2=O)cc1 (stereo not given)	1.1%	-20.4	12.7	3.8%	-3.1%	-17.0	1.4	-1.1%	-0.8
COc1cc2c(cc1OC)C(C)N(C(=O)c1ccc(Cl)c(S(=O)(=O)N3CCCCC3)c1)CC2 (stereo not given)	0.0%	7.1	1.9	1.1%	1.3%	-20.3	0.6	0.4%	-4.1
CC(=O)Nc1ccc2cc3ccc(NC(C)=O)cc3nc2c1	14.9%	0.1	2.3	15.7%	?	-3.5	2.4	0.2%	-0.6
CCN(CC)S(=O)(=O)c1ccc(OC)c(NC(=O)c2cccs2)c1	2.0%	-5.8	-17.7	2.5%	7.0%	-17.6	2.2	-0.7%	-5.8
O=S(=O)(Nc1cc(Cl)ccc1-n1cncn1)c1ccc(F)cc1	-4.6%	6.2	-0.5	2.0%	-1.1%	-11.5	4.3	-1.3%	-0.6
O=C(CSc1ccccc1)N1CCCC(N2CCN(c3ccccc3)CC2)C1 (stereo not given)	4.5%	3.9	-1.2	-0.4%	2.7%	4.0	0.0	-3.7%	-9.3
C#CCOCCOCCOCCNc1nc(N2CCN(C(=O)CCCCCCCCCCNC(=O)[C@H]([C@@H](C)CC)n3cc(CCCCN=C(N)N)nn3)CC2)nc(N2CCN(C(=O)CCCCCCCCCCNC(=O)[C@H](CCCN=C(N)N)n3cc(C[C@@H](C)CC)nn3)CC2)n1	.	.	18.4	.	.	.	2.0	-0.1%	-10.1
O=C(CC1C(=O)NCCN1C(=O)Nc1ccccc1)Nc1cccc(C(F)(F)F)c1 (stereo not given)	4.2%	-4.7	2.5	-8.1%	-4.3%	-1.6	4.0	0.5%	-5.8
CCC(NC(=O)/C(=C\c1ccc2c(c1)OCO2)NC(C)=O)C(=O)O (stereo not given)	0.6%	3.1	-2.6	-1.4%	0.3%	-4.6	0.2	-1.9%	-6.8
OCc1nnn(-c2ccccc2)c1CO	-3.7%	8.5	-13.5	0.1%	-1.7%	7.8	2.8	0.6%	-6.2
Cc1ccc(C)c(CN2C(=O)NC3(CCCCCC3)C2=O)c1	-4.3%	-8.2	1.2	0.4%	4.8%	-11.8	1.6	2.1%	1.4
Cc1cc(-c2ccc(C)c(S(=O)(=O)NCC3CCN(Cc4ccccc4F)CC3)c2)on1	2.6%&-0.8%	-13.6&-7.1	-21.0&-26.5	0.9%&4.5%	0.6%&-0.4%	-1.0	16.9&13.8	-7.4%&-2.4%	-5.7&-2.9
CCOC(=O)CSc1nc2ccccc2c(=O)n1CCN1CCOCC1	-0.7%	5.6	-0.5	-1.8%	3.1%	-2.6	-0.2	2.7%	-5.0
O=C(NCCc1csc(-c2ccccc2)n1)c1c(F)cccc1Cl	3.7%	1.6	-11.1	0.5%	-7.4%	-19.6	5.6	-1.1%	-2.8
COc1cc(NC(=O)C2CCN(S(=O)(=O)c3c(C)noc3/C=C/c3cccs3)CC2)cc(OC)c1	-2.4%	-6.8	-10.6	-3.4%	-1.3%	13.6	6.0	4.1%	14.2
COC(=O)c1sc2cccc(F)c2c1S(=O)(=O)Nc1cc(C)c(Cl)cc1OC	-3.9%	-7.1	-5.1	-3.6%	-1.4%	-3.5	4.0	-1.3%	-6.0

2 compounds drawn at random from the list so far:
SMILES	Glioma ERSR ind	D2 potentiator	D1 antagonist	Vif-APOBEC3G blk	Vif-A3F inh	RXFP1 antag	D1 agonist	RXFP1 ag	D1 potentiator
COc1ccc(/C=C2\SC(=S)N(C(Cc3ccccc3)C(=O)O)C2=O)cc1 (stereo not given)	1.1%	-20.4	12.7	3.8%	-3.1%	-17.0	1.4	-1.1%	-0.8
O=C(NCCc1csc(-c2ccccc2)n1)c1c(F)cccc1Cl	3.7%	1.6	-11.1	0.5%	-7.4%	-19.6	5.6	-1.1%	-2.8

Looked up above:
OCc1nnn(-c2ccccc2)c1CO in D1 agonist is entered as 2.8
COc1cc(NC(=O)C2CCN(S(=O)(=O)c3c(C)noc3/C=C/c3cccs3)CC2)cc(OC)c1 in RXFP1 antag is entered as 13.6

Assay outcomes as filed in PubChem.

Some of the compounds tested. The share of hits here may be higher or lower than overall.
